Source: PubChem (several laboratories)
T cell modulator: modulates CD8 T cell binding to vesicles; 2C CD8+ T cell-vesicle binding, flow cytometry; active compounds read low; calls only at 7 µM; actives 0.068% (n = 330,000); AID 2052;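 active means response, share of CD8 T cells binding vesicles, and their 90th percentile fluorescence all below set limits, cut at about 80% in these data, passing the limit was not always enough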
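Benchmarks: naked versus QL9-loaded vesicles / Assay system: purified 2C TCR transgenic mouse naive CD8+ T cells / Technique: high-throughput flow cytometry with anti-B7-1 and anti-CD8 staining / Timing: Cell–vesicle co-incubation 1.5 h at 37 °C, staining 20 min on ice / Read-out: percent CD8+ FL2 mean versus row control / Probe or stimulus: QL9-loaded Drosophila micro-vesicles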
Salmonella PhoP GFP: PhoP-dependent GFP reporter repression – Salmonella Typhimurium, primary screen (AID 1863); one-dose inhibition, % at 50 µM; IC50 in µM for titrated hits; actives 0.16% (n = 300,000); S. Typhimurium PhoP-regulated promoter GFP reporter, 4 h; higher % means a stronger effect;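 active means inhibition over 29.93%, a cutoff 3 SD above the screen mean, later confirmed by dose response; inconclusive means inhibition over 29.93% but no dose response follow-up; inactive means inhibition at most 29.93% or unconfirmed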;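 further: 0% = low Mg2+ inducing control and 100% = high Mg2+ repressing control; strong numbers were not always called active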
WT yeast gro inh: growth inhibition of WT yeast, mitochondrial fusion screen. mitochondrial fusion phenotypic screen, WT strain. inhibition, % at 10 µM. actives 2.1% (n = 190,000); in the data active means inhibition above about 58%; tested in S. cerevisiae
Myeloid diff 2: myeloid differentiation induction. ER-HoxA9 myeloid progenitors, lysozyme-GFP differentiation, flow cytometry. calls only at 10 µM. actives 1% (n = 360,000). AID 624256;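 active means normalized GFP-positive differentiation at or above the plate's own cutoff, the solvent-only control mean plus 3 SD; inconclusive means no clear call, values can overlap the other calls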;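 further: cells exposed to compound for four days before flow analysis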
West Nile virus CPE: inhibition of WNV-induced cytopathic effect – cell-based, CPE readout (AID 1621); West Nile virus-infected cells, CPE inhibition; higher % means a stronger effect; actives 0.02% (n = 290,000); CPE inhibition, % at 10 µM, or IC50 in µM where a hit was titrated; in the data active means a potency from the dose series; inconclusive means CPE inhibition mostly from about 3.7% at the one dose, without a potency; inactive means the rest, 99 in 100 with CPE inhibition below about 2.2%; further: strong numbers were not always called active
RSV CPE inhibition: RSV antiviral activity via CPE protection, HEp-2 cells, primary 10 µM value included (AID 2391); HEp-2 cells, RSV-induced CPE inhibition; higher % means a stronger effect; one-dose CPE inhibition, % at 10 µM; IC50 in µM for titrated hits; actives 0.13% (n = 310,000); in the data active means a potency from the dose series; inconclusive means CPE inhibition mostly from about 23% at the one dose, without a potency; inactive means the rest, 99 in 100 with CPE inhibition below about 21%; further: strong numbers were not always called active
SV40 large T antigen: SV40 large T antigen inhibitors, biochemical (AID 1903); SV40 large T antigen ATPase/helicase inhibition assay; higher % means a stronger effect; one-dose inhibition, % at 20 µM; IC50 in µM for titrated hits; actives 0.39% (n = 310,000); in the data active means a potency from the dose series; inconclusive means inhibition mostly from about 32% at the one dose, without a potency; inactive means the rest, 99 in 100 with inhibition below about 32%; further: strong numbers were not always called active
b-catenin transl: modulators of beta-catenin nuclear translocation; nuclear translocation activity, % at 5 µM; actives 0.3% (n = 190,000); AID 1665; HeLa beta-catenin nuclear translocation, immunofluorescence imaging;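 active means nuclear translocation activity above 50% at 5 µM, with a well cell count of 50 or more; inconclusive means wells under 50 cells across six images, flagged as toxic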;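 further: per-cell ratio of nuclear to cytoplasmic median beta-catenin stain intensity; plate controls were DMSO negative control for no effect and GSK-3 inhibitor IX positive control for full effect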
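Read-out: Nuclear/cytoplasmic beta-catenin signal ratio, % activation | Assay system: Human HeLa cell line | Times: 24 h compound exposure at 37°C, 5% CO2 | Signal: Fluorescence imaging of beta-catenin antibody stain plus DAPI | Dosing: 5 µM primary, 0.02–20 µM confirmation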
MgcRacGAP inhibition: MgcRacGAP GTPase-activating activity inhibitors, confirmation, biochemical, ADP Hunter fluorescence; MgcRacGAP-stimulated Rac1 GTP hydrolysis, ADP Hunter fluorescence; higher % means a stronger effect; GST-tagged Rac1 F28L mutant substrate; one-dose inhibition, % at 30 µM; IC50 in µM for titrated hits; actives 0.6% (n = 340,000); AID 624330;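 active means first-screen hits whose inhibition reached a set limit at any dose in the follow-up dose series; inconclusive means inhibition above the set first-screen limit but never retested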;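 further: fluorescence reports GDP produced by GAP-driven GTP hydrolysis; strong numbers were not always called active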
WT yeast gro inh mutant strain: also measured in WT yeast gro inh; calls as there; inhibition, %; mitochondrial fusion phenotypic screen, mutant strain inhibition
b-catenin transl cell count 5 µM: further read-out of b-catenin transl, marked with its call; cell count; measured here: cell count, cytotoxicity flag
T cell modulator vesicle-bound %: further read-out of T cell modulator, marked with its call; double positive events, %; measured here: CD8+ vesicle-bound cell fraction;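 binding gate set so that unloaded-vesicle control wells show 10% double positive cells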
Myeloid diff 2 GFP+ MAC1+ %: recorded beside Myeloid diff 2, whose call it bears; GFP+ MAC1+ double positive, %; measured here: differentiation confirmed by MAC1 staining
* hit, by the source's call; i = inactive; ? = inconclusive; . = not tested or not shown.

Results follow in this order: T cell modulator	T cell modulator vesicle-bound %	Salmonella PhoP GFP	WT yeast gro inh	WT yeast gro inh mutant strain	Myeloid diff 2	Myeloid diff 2 GFP+ MAC1+ %	West Nile virus CPE	RSV CPE inhibition	SV40 large T antigen	b-catenin transl	b-catenin transl cell count 5 µM	MgcRacGAP inhibition
1: CCOc1ccc(CNC23CN4CN(CN(C4)C2)C3)cc1
 : i	23.0	10.1%	4.2	-8.5	i	1.7	-0.1%	-0.4%	3.6%	-0.5	941	1.8%
2: COc1cc(CN2CCCC(C(=O)c3ccccc3SC)C2)cc(OC)c1 (centres undefined)
 : i	60.4	8.2%	-4.7	-0.5	i	0.2	-0.5%	0.5%	-0.7%	-1.0	963	3.1%
3: CC(=O)N/N=C/c1ccc(OCCOc2ccc(Br)cc2)cc1
 : i	26.1	33.0%	10.0	-1.1	i	0.7	-0.5%	1.6%	0.9%	-2.4	515	-6.8%
4: CCOc1cc(CNCCCN2CCOCC2)cc(Br)c1OCC(=O)Nc1cccc(C(F)(F)F)c1
 : i	16.5	17.2%	-4.1	13.3	i	4.5	?	5.9%	2.5%	7.9	1320	7.1%
5: Cc1cc(Cl)ccc1OC(C)C(=O)NCCCn1ccnc1 (centres undefined)
 : i	47.4	-4.1%	-0.3	16.3	i	0.3	-0.5%	-0.1%	1.2%	.	.	-3.1%
6: O=C(c1cccc(C(F)(F)F)c1)N1CCCC1
 : i	15.7	3.5%	-10.2	16.8	i	0.7	.	-0.1%	8.8%	.	.	1.4%
7: On1nnc2cc(C(F)(F)F)ccc21
 : i	37.1	-7.4%	21.2	8.1	i	0.1	-0.3%	-1.0%	4.9%	-3.6	1126	0.9%
8: CCC1CCCCN1S(=O)(=O)c1ccc2c(c1)CCN2C(C)=O (centres undefined)
 : i	67.4	-1.7%	.	.	i	0.0	2.7%	7.4%	12.2%	.	.	11.0%
9: COC(=O)N=Nc1c(O)n(Cc2ccccc2)c2ccccc12
 : i	36.9	1.7%	.	.	i	0.3	-0.4%	-0.2%	14.8%	-1.5	1382	5.4%
10: COC(=O)c1ccccc1NC(=O)C1CCN(C(=O)N2CCOc3ccccc32)CC1
 : i	20.7	.	.	.	i	4.3	0.0%	-0.3%	18.8%	.	.	4.2%
11: CCOC(=O)N1CCN(c2cc(C)nc3nc(C)nn23)CC1
 : i	47.1	3.7%	16.9	-3.1	i	1.4	0.1%	1.0%	-0.7%	-1.4	1063	5.4%
12: O=S(=O)(c1ccc(Cl)cc1)c1cc(O)ccc1O
 : i	46.0	1.8%	.	.	i	0.6	0.9%	4.6%	21.4%	.	.	17.2%
13: COc1cc(/C=C2/C(=O)NN(c3cccc(F)c3)C2=O)ccc1OC(=O)c1ccco1
 : i	36.5	-2.2%	-8.8	-5.3	i	0.0	0.2%	3.7%	?	2.0	1095	15.9%
14: COc1ccc(Nc2ccc(S(=O)(=O)N3CCCCCC3)cc2[N+](=O)[O-])cc1
 : i	50.2	3.5%	26.8	0.2	i	1.5	-1.3%	2.6%	12.8%	-0.1	1081	6.8%
15: CC1=CC(C)(C)NC(=S)N1NC(=O)c1ccccc1Cl
 : i	48.1	-2.1%	.	.	i	0.6	0.1%	.	11.0%	0.2	1332	7.9%
16: CCOc1ccc(CNC(=S)N/N=C/c2ccncc2)cc1
 : i	33.7	-5.0%	37.3	2.9	i	0.8	-0.6%	12.8%	16.0%	-3.3	1141	-1.2%
17: COc1ccc(C2N3CC4(C)CN2CC(C)(C3)C4=O)cc1OC (centres undefined)
 : i	49.1	7.7%	2.1	10.6	i	1.3	-0.4%	0.7%	7.2%	.	.	-14.8%
18: CNS(=O)(=O)c1cccc(C(=O)NCC2CCCCC2)c1
 : i	37.5	-3.8%	.	.	i	0.5	-0.7%	2.2%	3.9%	.	.	.
19: COc1ccc(-c2cc(C(=O)Nc3cccnc3Cl)no2)cc1OC
 : i	17.8	1.9%	.	.	i	0.9	0.2%	3.6%	-2.5%	.	.	4.0%
20: COC(=O)[C@@H](N)Cc1ccc(O)c(O)c1
 : i	43.8	-3.7%	.	.	i	6.0	.	0.2%	10.0%	.	.	-8.0%
21: COc1ccccc1CC(=O)Nc1ccc(O)cc1C(=O)O
 : i	23.5	-8.6%	11.3	13.2	i	0.9	0.2%	1.0%	16.6%	-1.3	1111	3.3%
22: O=C(O)/C(=C\c1cn(-c2ccccc2)nc1-c1ccc(Cl)cc1)NC(=O)c1ccccc1
 : i	31.3	-7.9%	.	.	i	0.4	0.5%	2.7%	21.8%	0.0	1290	-2.7%
23: COC(=O)c1ccc(Cn2nnc3c(=O)[nH]c(C4CCN(S(=O)(=O)c5ccc(F)cc5)CC4)nc32)cc1
 : i	22.6	3.0%	.	.	i	1.2	-0.3%	2.4%	8.2%	.	.	8.5%
24: CCOc1ccc(Oc2c(/C=N/NC(N)=O)c(C)nn2-c2ccccc2)cc1
 : i	57.4	12.2%	26.6	7.5	i	0.3	0.9%	2.7%	11.5%	0.0	864	11.6%
25: O=C(Nc1ccccc1)NC1(C(=O)NCc2cccs2)CCCCC1
 : i	37.2	-9.6%	-5.3	2.3	i	2.2	-0.1%	2.3%	3.8%	-1.7	1052	5.8%
26: NC(=NC(=O)c1ccc(OC(F)(F)F)cc1)c1ccc(C(F)(F)F)cn1
 : i	60.2	-4.9%	.	.	i	0.7	-0.1%	2.2%	2.8%	0.8	1317	2.3%
27: COc1ccc(Cl)cc1C(=O)NNC(=S)NC(=O)c1ccc(F)c(F)c1
 : i	55.7	3.4%	.	.	i	0.8	-0.9%	2.6%	12.5%	.	.	7.0%
28: CC(C)(C)C1=Nn2c(nnc2-c2ccccn2)SC1
 : i	46.9	-2.3%	0.6	0.6	i	0.4	?	-1.4%	14.1%	-1.0	1197	9.2%
29: COc1ccc(S(=O)(=O)N2CCN(Cc3ccccc3)CC2)cc1OC
 : i	56.1	-3.5%	.	.	i	0.7	-1.9%	15.9%	9.4%	.	.	10.2%
30: O=C(Nc1ccc(Cl)cc1Cl)c1ccc(-c2ccccc2)cc1
 : i	28.1	0.2%	-3.6	-1.7	i	0.6	0.1%	0.5%	3.2%	1.3	566	-4.1%

9 structures out of the list, sorted by length of the SMILES, descending:
Results follow in this order: T cell modulator	T cell modulator vesicle-bound %	Salmonella PhoP GFP	WT yeast gro inh	WT yeast gro inh mutant strain	Myeloid diff 2	Myeloid diff 2 GFP+ MAC1+ %	West Nile virus CPE	RSV CPE inhibition	SV40 large T antigen	b-catenin transl	b-catenin transl cell count 5 µM	MgcRacGAP inhibition
13: COc1cc(/C=C2/C(=O)NN(c3cccc(F)c3)C2=O)ccc1OC(=O)c1ccco1
 : i	36.5	-2.2%	-8.8	-5.3	i	0.0	0.2%	3.7%	?	2.0	1095	15.9%
10: COC(=O)c1ccccc1NC(=O)C1CCN(C(=O)N2CCOc3ccccc32)CC1
 : i	20.7	.	.	.	i	4.3	0.0%	-0.3%	18.8%	.	.	4.2%
24: CCOc1ccc(Oc2c(/C=N/NC(N)=O)c(C)nn2-c2ccccc2)cc1
 : i	57.4	12.2%	26.6	7.5	i	0.3	0.9%	2.7%	11.5%	0.0	864	11.6%
27: COc1ccc(Cl)cc1C(=O)NNC(=S)NC(=O)c1ccc(F)c(F)c1
 : i	55.7	3.4%	.	.	i	0.8	-0.9%	2.6%	12.5%	.	.	7.0%
19: COc1ccc(-c2cc(C(=O)Nc3cccnc3Cl)no2)cc1OC
 : i	17.8	1.9%	.	.	i	0.9	0.2%	3.6%	-2.5%	.	.	4.0%
30: O=C(Nc1ccc(Cl)cc1Cl)c1ccc(-c2ccccc2)cc1
 : i	28.1	0.2%	-3.6	-1.7	i	0.6	0.1%	0.5%	3.2%	1.3	566	-4.1%
1: CCOc1ccc(CNC23CN4CN(CN(C4)C2)C3)cc1
 : i	23.0	10.1%	4.2	-8.5	i	1.7	-0.1%	-0.4%	3.6%	-0.5	941	1.8%
21: COc1ccccc1CC(=O)Nc1ccc(O)cc1C(=O)O
 : i	23.5	-8.6%	11.3	13.2	i	0.9	0.2%	1.0%	16.6%	-1.3	1111	3.3%
28: CC(C)(C)C1=Nn2c(nnc2-c2ccccn2)SC1
 : i	46.9	-2.3%	0.6	0.6	i	0.4	?	-1.4%	14.1%	-1.0	1197	9.2%

Further results follow:
Results follow in this order: T cell modulator	T cell modulator vesicle-bound %	Salmonella PhoP GFP	WT yeast gro inh	WT yeast gro inh mutant strain	Myeloid diff 2	Myeloid diff 2 GFP+ MAC1+ %	West Nile virus CPE	RSV CPE inhibition	SV40 large T antigen	b-catenin transl	b-catenin transl cell count 5 µM	MgcRacGAP inhibition
31: Cc1ccc(CN(C#N)c2nc(C)cc(C)n2)cc1
 : i	53.4	5.2%	-8.6	-13.4	i	1.1	0.6%	1.7%	4.7%	0.0	1372	8.3%
32: CCC(=O)N1CCN(c2ccc(NC(=O)c3ccc4c(c3)OCCO4)cc2)CC1
 : i	24.8	-9.2%	-0.6	1.2	i	0.9	0.3%	1.7%	4.6%	0.9	1075	-2.9%
33: CSc1ccccc1NC(=O)CN(c1ccccc1Br)S(C)(=O)=O
 : i	28.6	-7.1%	-6.5	-7.6	i	0.9	-0.3%	2.2%	2.9%	-2.9	557	8.3%
34: Cc1ccc(NC(=O)CS(=O)CC(=O)Nc2cccc(C)c2C)cc1F (centres undefined)
 : i	33.0	1.2%	-0.1	14.9	i	1.2	0.3%	1.3%	7.0%	-3.6	952	8.1%
35: O=C(c1cnn(C(=O)c2cccc(S(=O)(=O)N3CCOCC3)c2)c1)c1cc(Cl)cc(Cl)c1O
 : i	50.6	-6.3%	.	.	.	.	0.3%	20.2%	19.2%	0.5	1090	.
36: Cc1ccc(-c2csc3ncn(CC(=O)OC(C)C)c(=O)c23)cc1
 : i	64.8	-0.2%	.	.	i	0.4	-1.1%	3.9%	3.8%	.	.	10.8%
